IDE act: activators of human insulin-degrading enzyme in cells; P14735; activation, % at 5.96 µM; actives 0.073% (n = 340,000); HEK cells, FAbeta-B cleavage, fluorescence polarization; 0% vehicle, 100% cell-free pure enzyme wells;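 active means activation above the mean of all tested compounds plus 3 SD, set per screening campaign, cut at about 17% in these data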
UBC9 SUMO inh: inhibitors of human SUMOylation (UBC9). P63279. HTRF SUMOylation assay, SAE1/SAE2 + UBC9, in vitro. inhibition, % at 35 µM. actives 0.36% (n = 290,000); in the data active means inhibition above about 50%, passing the limit was not always enough; further: strong numbers were not always called active
Target sequence (P63279 whole entry, looked up): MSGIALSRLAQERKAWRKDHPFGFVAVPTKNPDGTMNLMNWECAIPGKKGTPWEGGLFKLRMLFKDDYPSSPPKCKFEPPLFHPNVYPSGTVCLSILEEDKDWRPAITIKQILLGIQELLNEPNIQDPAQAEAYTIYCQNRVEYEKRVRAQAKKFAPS
IMP-1 inhibitor: inhibitors of Pseudomonas aeruginosa IMP-1 metallo-beta-lactamase; AID 1556; actives 0.45% (n = 290,000); purified IMP-1, nitrocefin hydrolysis, epi-absorbance fluorescence; inhibition, % at 5.6 µM;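 active means inhibition above the mean plus 3 SD of all compounds in the same screening run, cut at about 4.5% in these data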;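 further: 0% = IMP-1 with DMSO and 100% = DMSO wells lacking enzyme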
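System: Purified IMP-1 | Read-out basis: Percent enzyme inhibition | Controls: IMP-1 with DMSO as 0%, enzyme-free DMSO as 100% | Replicates: One well per compound | Doses: 5.6 µM nominal single concentration | Detection: Epi-absorbance fluorescence, 480 nm excitation, 530 nm emission | Incubation: 25 °C, 15 min preincubation, 25 min reaction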
MEKK3 PB1 HTS: MEKK3-MEK5 PB1 interaction, increase or decrease; Q99759; bead-based flow cytometry, Alexa488-MEK5 binding to MEKK3; actives lie on both sides; 0 = blocked by unlabeled MEK5, 100 = vehicle; binding response (% of control), % at 10 µM; actives 1.4% (n = 290,000); AID 1529;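 active means binding response more than 3 SD above or below the average of its plate-row segment, actives on both sides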;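 further: Alexa488 bead fluorescence after subtracting the streptavidin-only scavenger bead signal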
Target sequence (Q99759 whole entry, looked up): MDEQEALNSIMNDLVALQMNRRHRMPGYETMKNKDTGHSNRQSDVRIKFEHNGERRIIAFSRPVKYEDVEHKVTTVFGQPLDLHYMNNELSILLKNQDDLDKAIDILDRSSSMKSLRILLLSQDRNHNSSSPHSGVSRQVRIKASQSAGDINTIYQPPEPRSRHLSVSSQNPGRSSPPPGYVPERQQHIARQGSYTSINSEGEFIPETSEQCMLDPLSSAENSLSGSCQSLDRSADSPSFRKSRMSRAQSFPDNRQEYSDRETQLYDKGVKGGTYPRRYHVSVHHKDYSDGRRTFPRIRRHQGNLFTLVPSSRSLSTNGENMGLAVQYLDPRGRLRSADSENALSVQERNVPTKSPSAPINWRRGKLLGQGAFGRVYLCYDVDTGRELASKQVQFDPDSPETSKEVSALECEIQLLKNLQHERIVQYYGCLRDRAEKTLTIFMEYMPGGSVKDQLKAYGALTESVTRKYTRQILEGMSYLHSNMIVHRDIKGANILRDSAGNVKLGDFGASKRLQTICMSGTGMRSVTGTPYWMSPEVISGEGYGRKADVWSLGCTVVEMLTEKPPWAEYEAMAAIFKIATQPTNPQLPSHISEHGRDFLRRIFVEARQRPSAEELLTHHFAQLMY
pCIP destab: lowers stability of the mouse p/CIP coactivator protein; Q05BA5; F442A p/CIP-EGFP cells, EGFP fluorescence, 16 h; decrease of EGFP signal, % at 10 µM; actives 0.01% (n = 290,000);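 active means EGFP signal decrease of at least 30% at 10 µM or well 3 SD below plate mean, unless failing retest; inactive means the rest, including hits failing retest or dose response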; further: some compounds called inactive have numbers as strong as hits; many of its hits are not listed in these tables
DNA FID counter: counter-screen for HCV NS3 helicase inhibitors: DNA intercalator displacement | DNA fluorescent intercalator displacement, fluorescence | inhibition, % at 7.9 µM | actives 0.17% (n = 290,000) | AID 1845; in the data active means inhibition above about 37%;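 further: 0% = vehicle and 100% = reference compound; higher means more ethidium bromide displaced from hairpin DNA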
VIM-2 inh: inhibitors of Pseudomonas aeruginosa VIM-2 metallo-beta-lactamase. actives 0.89% (n = 290,000). purified VIM-2, nitrocefin hydrolysis, epi-absorbance fluorescence. inhibition, % at 5.6 µM;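 active means inhibition above the mean of all tested compounds plus 3 SD, cutoff set per screening run, cut at about 7.5% in these data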;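 further: red hydrolysis product quenches plate fluorescence so inhibitors raise well fluorescence; 0% = enzyme with DMSO and 100% = DMSO without enzyme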
PHOSPHO1 inh: PHOSPHO1 (human) inhibition. recombinant PHOSPHO1, absorbance phosphatase assay. inhibition, % at 13.3 µM. actives 1.1% (n = 290,000); in the data active means inhibition above about 60%
Target sequence (Q8TCT1 whole entry, looked up): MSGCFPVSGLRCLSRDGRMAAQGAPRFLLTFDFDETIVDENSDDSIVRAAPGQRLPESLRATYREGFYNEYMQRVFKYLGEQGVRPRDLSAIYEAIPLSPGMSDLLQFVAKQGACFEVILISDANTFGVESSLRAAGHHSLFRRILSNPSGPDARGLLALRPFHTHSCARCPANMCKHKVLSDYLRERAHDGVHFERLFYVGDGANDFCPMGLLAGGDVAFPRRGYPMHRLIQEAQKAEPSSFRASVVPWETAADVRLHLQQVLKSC
HCV NS3 hel inh: inhibitors of Hepatitis C virus NS3 helicase; NS3 helicase DNA unwinding, Cy5 molecular beacon fluorescence; inhibition, % at 10.9 µM; actives 0.56% (n = 290,000); AID 1800;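 active means inhibition above the mean of all tested compounds plus 3 SD, set per campaign, cut at about 35% in these data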;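 further: 0% = DMSO wells and 100% = thioflavine S control wells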
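Assay system – hepatitis C virus NS3 helicase domain fragment enzyme · Buffer or medium – MOPS pH 6.5, MgCl2, DTT, Tween20, BSA · Reagent – Cy5/quencher beacon DNA duplex and ATP to start · Compound – single 10.9 µM dose · Timing – 1 h at 25 °C · Technique – Cy5 beacon fluorescence read at start and 1 h · Measure – % inhibition of unwinding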
Starred values were filed as active, the others as inactive; . = no result given. Some of the compounds tested; rates above refer to the full screens.

The line under a structure holds: UBC9 SUMO inh, IMP-1 inhibitor, MEKK3 PB1 HTS, PHOSPHO1 inh, DNA FID counter, VIM-2 inh, IDE act, HCV NS3 hel inh, pCIP destab
1) O=C(Nc1ccccc1N1CCOCC1)c1ccc(S(=O)(=O)NCc2ccco2)cc1
 : 13, -0.9, 104, 40, -22, -0.9, 4, 0, 1
2) CCOC(=O)c1ccc(NC(=S)N(CCN2CCCCCC2)Cc2ccco2)cc1
 : -17, -3.1, 107, -69, 8, -3.9, -3, -2, 15
3) CC(C)(C)C(=O)Nc1cc(NC(=O)C(C)(C)C)cc(C(=O)Nc2cc(C(=O)O)cc(C(=O)O)c2)c1
 : -5, -0.9, 97, -2, -17, 0.9, 2, 15, -6
4) O=[n+]1c2c(n([O-])c3cc(F)c(N4CCCC4)cc31)CCC2
 : ., 1.5, 96, ., -8, 1.3, 9, 7, .
5) Cc1cccn2c(=O)c(/C=C(\C#N)C(=O)NC3CCS(=O)(=O)C3)c(N3CC(C)OC(C)C3)nc12 (stereo unspecified)
 : 11, -2.8, 92, 4, -18, 1.4, 4, 2, 3
6) O=c1[nH]c2ccccc2cc1-c1nnn(-c2ccc(F)cc2)n1
 : 7, -2.0, 95, 35, -3, 0.8, 3, 0, 4
7) Cc1nnc2n(C3CCCCC3)c(=O)c3c4c(sc3n12)CCC4
 : -26, -2.7, 107, 9, 2, -2.8, ., 0, -3
8) Nc1nc(-c2cccc(F)c2)cs1
 : 4, -2.8, 100, 17, -3, -3.6, -8, -8, -12
9) CCOC(=O)c1c(NC(=O)Cn2cc([N+](=O)[O-])cn2)sc2c1CCC2
 : 11, -2.1, 74, 3, -6, -1.4, 2, 7, 4
10) c1ccc(Cn2ccnc2-c2ccco2)cc1
 : 14, -1.9, ., -28, -10, -1.2, 4, 10, -13
11) COc1cc(/C=N/NC(=O)c2cc[n+]([O-])cc2)ccc1O
 : 18, -5.6, 100, 26, -11, -1.6, 1, 6, -8
12) CC(=O)Nc1cccc(NC(=O)Nc2ccc(C(C)=O)cc2)c1
 : 12, -3.8, 115, -14, 0, -0.9, -1, 4, 5
13) CCOC(=O)Nc1ccc2c(c1)N(C(=O)CN(CC)CC)c1ccccc1CC2
 : 0, -1.6, 107, 29, 6, -2.2, 2, 2, -1
14) COC(=O)C1=C(N)Oc2cc(C)n(CC3CCCO3)c(=O)c2C1c1ccccc1OC (stereo unspecified)
 : 16, -2.1, 110, 33, -5, -2.7, -1, -5, -10
15) Cc1ccc(S(=O)(=O)N2CCC(C(=O)NCCc3ccccn3)CC2)cc1
 : 1, -1.2, 62, 24, -11, 0.9, -1, -5, -14
16) COc1ccc(C2=NNC(c3cccs3)=Nc3ccc(OC)cc32)cc1
 : 10, -0.2, 92, -14, -13, -2.6, 2, -8, 5
17) CCc1ccc(OCC(=O)Nc2ccc3[nH]ncc3c2)cc1
 : 14, -2.3, 101, 39, -21, -2.0, -1, -3, -10
18) CN(C)c1nc(N)nc(Cn2nnc(-c3ccc(C(F)(F)F)cc3)n2)n1
 : 9, -2.4, 94, -8, -4, -1.3, -6, -16, 11
19) Oc1ccccc1C=NC(c1ccccc1)C(O)c1ccccc1 (stereo unspecified)
 : -4, 0.7, 88, 5, 6, 1.2, 4, -2, -1
20) O=C(NCc1ccccc1)C(=O)NCC1OCCN1S(=O)(=O)c1ccc([N+](=O)[O-])cc1 (stereo unspecified)
 : -1, -2.0, 101, 40, -5, -1.4, 2, -21, 4

Continuation.
The line under a structure holds: UBC9 SUMO inh, IMP-1 inhibitor, MEKK3 PB1 HTS, PHOSPHO1 inh, DNA FID counter, VIM-2 inh, IDE act, HCV NS3 hel inh, pCIP destab
21) COc1ccc(CN2CCNC(=O)C2CC(=O)NCc2cn[nH]c2-c2ccccc2)c(F)c1 (stereo unspecified)
 : -3, -1.9, 96, 18, -25, -3.0, -1, -10, 2
22) Cc1ccc(NC(=S)N(Cc2cccs2)Cc2cc3cc(C)ccc3[nH]c2=O)cc1
 : 1, -1.3, 99, 3, -3, -2.6, -1, 1, -6
23) Cc1ccc(S(=O)(=O)NCCC(=O)N2CCN(c3cccc(Cl)c3)CC2)cc1C
 : -5, -1.7, 102, 58, -44, -1.1, 10, 2, -2
24) O=C1CCC(C(=O)N2CCN(c3ccccc3Cl)CC2)CN1CC1CCCCC1 (stereo unspecified)
 : 7, 0.7, 101, 32, -51, 1.3, 2, 11, 7
25) COC(=O)c1oc2ccccc2c1-n1cccc1
 : 0, -4.3, 118, 14, -1, -4.5, 0, 2, 5
26) Cc1cc(CNC(=O)COc2ccc(C#N)cc2)c2ccccc2n1
 : -1, -0.5, 103, 17, -3, -3.1, 2, -1, -20
27) CCOC(=O)C(=CNCC(=O)OC)C(=O)OCC
 : 12, -1.4, 102, 10, -2, -1.8, 2, -6, -10
28) CCOc1ccc(-n2c(Cc3cc(=O)[nH]c(=O)[nH]3)nnc2SCC(=O)NC2CCCC2)cc1
 : 6, -3.3, 90, 11, -16, -3.3, 2, 4, -20
29) CC1(c2ccc(Cl)cc2Cl)OCC(Cn2ccnc2)O1 (stereo unspecified)
 : 39, 0.3, 103, -1, 10, 0.8, 9, -11, 8
30) O=C(CCNS(=O)(=O)c1cccs1)N1CCN(c2cccc(Cl)c2)CC1
 : -2, -2.8, 105, 43, -30, -4.2, 6, -3, -20
31) COc1ccc(N2CC(C(=O)OC(C)C(=O)c3ccccc3)CC2=O)cc1 (stereo unspecified)
 : 15, -2.0, 102, 15, -24, -1.7, 4, -1, -13
32) COCCNC(=S)Nc1ccc2nc(N3CCOCC3)cc(C)c2c1
 : 6, -2.1, 100, 20, -8, -1.0, -5, -4, -3
33) COc1ccc(CC(=O)c2ccc(OC3OC(CO)C(O)C(O)C3O)cc2O)cc1 (stereo unspecified)
 : 21, -3.3, 99, 16, -5, -0.2, -2, 8, -8
34) Cc1cc(C)cc(NC(=O)CCN2C(=O)c3ccccc3S2(=O)=O)c1
 : 10, -4.1, 101, 23, -20, -2.4, -3, -19, -9
35) Oc1c(CN2CCc3ccccc3C2)cc(Cl)c2cccnc12
 : -1, -3.9, 114, 30, -5, 3.6, 4, -7, 9
36) CN1CCN(C(=O)/C(=C\c2ccc3c(c2)OCO3)NC(=O)c2cccs2)CC1
 : 7, -0.8, 111, 0, 15, -1.2, 5, 0, 1
37) CN(C)c1ncc(S(=O)(=O)c2ccccc2)c(=O)[nH]1
 : 10, -4.0, 102, 33, -6, -2.4, 2, 9, 4
38) O=C(NCCNC(=O)c1cc(OCC(F)(F)F)ccc1OCC(F)(F)F)Nc1ccc(OC(F)(F)F)cc1
 : 5, -3.4, 103, 26, -7, -3.1, 1, 8, 5
39) CCCNC(=O)c1ccc(CN2CCc3ccccc3C2)cc1
 : 15, -2.1, 109, 4, -4, -2.4, 3, -2, 12
40) CCOc1ccc(NC(=O)CC(Cc2ccc(Cl)cc2)C(=O)O)cc1 (stereo unspecified)
 : 9, -4.0, 107, 19, -33, -0.2, 4, -6, -2

Another view of some results above.
23	Cc1ccc(S(=O)(=O)NCCC(=O)N2CCN(c3cccc(Cl)c3)CC2)cc1C
39	CCCNC(=O)c1ccc(CN2CCc3ccccc3C2)cc1
40	CCOc1ccc(NC(=O)CC(Cc2ccc(Cl)cc2)C(=O)O)cc1 (stereo unspecified)
35	Oc1c(CN2CCc3ccccc3C2)cc(Cl)c2cccnc12
24	O=C1CCC(C(=O)N2CCN(c3ccccc3Cl)CC2)CN1CC1CCCCC1 (stereo unspecified)
25	COC(=O)c1oc2ccccc2c1-n1cccc1
21	COc1ccc(CN2CCNC(=O)C2CC(=O)NCc2cn[nH]c2-c2ccccc2)c(F)c1 (stereo unspecified)

| assay / compound | 23 | 39 | 40 | 35 | 24 | 25 | 21 |
| --- | --- | --- | --- | --- | --- | --- | --- |
| UBC9 SUMO inh | -5 | 15 | 9 | -1 | 7 | 0 | -3 |
| IMP-1 inhibitor | -1.7 | -2.1 | -4.0 | -3.9 | 0.7 | -4.3 | -1.9 |
| MEKK3 PB1 HTS | 102 | 109 | 107 | 114 | 101 | 118 | 96 |
| PHOSPHO1 inh | 58 | 4 | 19 | 30 | 32 | 14 | 18 |
| DNA FID counter | -44 | -4 | -33 | -5 | -51 | -1 | -25 |
| VIM-2 inh | -1.1 | -2.4 | -0.2 | 3.6 | 1.3 | -4.5 | -3.0 |
| IDE act | 10 | 3 | 4 | 4 | 2 | 0 | -1 |
| HCV NS3 hel inh | 2 | -2 | -6 | -7 | 11 | 2 | -10 |
| pCIP destab | -2 | 12 | -2 | 9 | 7 | 5 | 2 |

Some of these compounds in order of the HCV NS3 hel inh value, falling.
| nr | Molecule | HCV NS3 hel inh |
| --- | --- | --- |
| 24 | O=C1CCC(C(=O)N2CCN(c3ccccc3Cl)CC2)CN1CC1CCCCC1 (stereo unspecified) | 11 |
| 6 | O=c1[nH]c2ccccc2cc1-c1nnn(-c2ccc(F)cc2)n1 | 0 |
| 32 | COCCNC(=S)Nc1ccc2nc(N3CCOCC3)cc(C)c2c1 | -4 |
| 29 | CC1(c2ccc(Cl)cc2Cl)OCC(Cn2ccnc2)O1 (stereo unspecified) | -11 |

The results go on:
The line under a structure holds: UBC9 SUMO inh, IMP-1 inhibitor, MEKK3 PB1 HTS, PHOSPHO1 inh, DNA FID counter, VIM-2 inh, IDE act, HCV NS3 hel inh, pCIP destab
41) CC(C)c1ccc(N(C(=O)c2ccco2)C(C(=O)NC2CCCC2)c2cccnc2)cc1 (stereo unspecified)
 : -6, -1.3, 102, 48, -40, 0.1, 2, 0, 11
42) Cc1c(C(=O)Nc2ccc(-c3nnc4n3CCCCC4)cc2)oc2c1ccc1ccccc12
 : -36, -2.5, 105, -4, -6, 0.5, -12, -3, 14
43) Cc1ccc(S(=O)(=O)Cn2nnnc2C(CC(C)C)N2CCC(C(N)=O)CC2)cc1 (stereo unspecified)
 : -4, -2.3, 103, 45, -33, 0.1, 6, -4, -8
44) Cc1nnc(Cl)c2nn(-c3ccccc3F)c(C)c12
 : -15, -0.6, 107, 7, 1, -1.8, 1, -3, 1
45) Cc1ccc(S(=O)(=O)N2CCC(C(=O)N3CCCC3C(=O)N[C@@H](CC(C)C)C(=O)NCC(N)=O)CC2)cc1 (stereo partly specified)
 : -3, -1.2, 94, -28, -22, -1.2, 4, 13, 0
46) CCn1c(-c2cccnc2Cl)nc2cc(C)c(C)cc21
 : 20, -1.5, 89, 44, -10, -0.5, 5, 0, -18
47) COc1cccc(-c2cc(C(=O)NCC3CCCO3)c3cc(C)cc(C)c3n2)c1 (stereo unspecified)
 : 8, -2.6, 94, 43, -31, -1.7, 0, -21, -17
48) Cc1ccc(S(=O)(=O)N2CCOC2CNC(=O)C(=O)NCCc2ccc(S(N)(=O)=O)cc2)cc1 (stereo unspecified)
 : 19, -1.4, 113, 38, -15, -3.5, 8, 12, -4
49) Cc1ccc(C(C[N+](=O)[O-])n2nc(C)cc2C)cc1 (stereo unspecified)
 : 5, 0.0, 101, 6, -4, 1.5, -3, 12, 2
